MCF10A rerep: A quantitative high throughput screen for small molecules that induce DNA re-replication in MCF 10a normal breast cells; MCF 10A DNA re-replication, Hoechst nuclear intensity, 48 h; Potency, µM (doses to about 46.1 µM), without a hit: top-dose activity, positive = re-replication, usual class: activators; actives 2.9% (n = 350,000); AID 624296, 2012; also: potency is read from the fitted curve at half-maximal effect; % of control where 0% means no effect; nearly all actives have a fitted effect of over 50% in size
HT1080-NT tox: qHTS for induction of synthetic lethality in tumor cells producing 2HG: qHTS for the HT-1080-NT fibrosarcoma cell line; HT-1080-NT fibrosarcoma viability, CellTiter-Glo ATP luminescence, 48 h; Potency, µM (highest dose often 46.1 µM), inactives show at the highest dose activity, negative = less viability, most hits filed as cytotoxic; actives 1.6% (n = 360,000);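 also: NT is the 2HG producing partner of a matched IDH1 knockdown line; potency is read from the fitted curve at half-maximal effect; 0% = DMSO-treated cells and -100% = media-only wells without cells; nearly all actives have a fitted effect of over 55% in size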
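HT-1080-NT; 750 cells/well; 5% FBS RPMI; 48 h compound, 37 degrees C; CellTiter-Glo luminescence; curve fitting and curve-class assignment.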
ATXN2 expr inh: Primary qHTS for Inhibitors of ATXN expression; HEK-293 ATXN2-luciferase reporter, luminescence, 24 h; Potency, µM (highest dose often 57 µM), for inactives: top-dose activity change, negative = inhibition, most hits filed as inhibitors; actives 0.72% (n = 360,000); AID 1745845, 2022; also: potency is read from the fitted curve at half-maximal effect; % is scaled to controls: 0 for no effect and ±100 for the full control effect; nearly all actives have a fitted effect of over 55% in size
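ATXN2-luciferase reporter cells (luciferase flanked by upstream and downstream ATXN2 gene portions) were treated 24 h at 37 °C with compounds at up to 57 uM. SteadyGlo luminescence gave expression; GF-AFC fluorescence gave viability.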
WRN inhibitor: qHTS for Inhibitors of WRN Helicase | WRN helicase unwinding, fluorescent forked duplex, kinetic | Potency, µM (highest dose often 114 µM), for the others: at the highest dose activity change, negative = inhibition, most hits filed as inhibitors | actives 0.46% (n = 360,000) | AID 651768, 2012; also: potency is read from the fitted curve at half-maximal effect; % is scaled to controls: 0 for no effect and ±100 for the full control effect; nearly all actives have a fitted effect of over 55% in size
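Kinetic red-fluorescence monitoring (525/598 nm) tracks WRN helicase activity after 100 nM fluorophore-quencher forked duplex and 2 mM ATP are added to 20 nM enzyme pretreated 15 min at room temperature with compound.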
IL1B secr inh: qHTS for Inhibitors of Inflammasome Signaling: IL-1-beta AlphaLISA Primary Screen | actives 4.7% (n = 360,000) | activity change, % at 57.5 µM | AID 743279, 2014 | THP-1 LPS/ATP IL-1B secretion, AlphaLISA, 16 h; stronger effect = lower value; in the data active = activity change below about -50%; inconclusive = mostly about -30% to -49%; also: % is scaled to controls: 0 for no effect and ±100 for the full control effect
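THP-1 cells pretreated 1 hr with compounds (up to 57.5 uM final), then stimulated with LPS (250 ng/mL final) plus ATP (1.25 mM final); secreted IL-1B measured by AlphaLISA after 16 hr, decreased signal indicating inhibition.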
SW480 rereplic: A quantitative high throughput screen for small molecules that induce DNA re-replication in SW480 colon adenocarcinoma cells | SW480 DNA re-replication, Hoechst DNA content imaging, 48 h | Potency, µM (highest dose often 46.1 µM), for the others: at the top dose re-replication activation, actives largely listed as activators | actives 1.8% (n = 340,000) | AID 624297, 2012; also: potency is read from the fitted curve at half-maximal effect; % of control where 0% means no effect; nearly all actives have a fitted effect of over 55% in size
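Quantitative HTS format with DMSO vehicle controls; 48 hr drug incubation at 37 C, then 40 min Hoechst staining and scanning imager measurement at 405 nm excitation.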
KB-3-1 cytotox: qHTS assay for MDR1-selective chemotherapeutics: Primary screen using the parental adenocarcinoma cell KB-3-1; actives 1.4% (n = 400,000); AID 1347075, 2019; KB-3-1 viability, CellTiter-Glo ATP luminescence, 72 h; Potency, µM (titrated, usually from 46.1 µM), without a hit: top-dose activity change, negative = cytotoxic, hits mostly cytotoxic; also: potency is read from the fitted curve at half-maximal effect; % is scaled to controls: 0 for no effect and ±100 for the full control effect; nearly all actives have a fitted effect of over 60% in size
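Cytotoxicity in the drug-sensitive parental line KB-3-1 was scored as loss of CellTiter-Glo luminescence following 72 h incubation with compound. Values come from curve fitting of normalized concentration-response data.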
HT1080 IDH1KD tx: qHTS for induction of synthetic lethality in tumor cells producing 2HG: qHTS for the HT-1080-IDH1KD cell line; HT-1080 IDH1 knockdown viability, ATP luminescence, 48 h; Potency, µM (series often up to 46.1 µM), for the others: at the top dose activity, negative = toxicity, hits mostly cytotoxic; actives 2% (n = 360,000);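 also: potency is read from the fitted curve at half-maximal effect; 0% = DMSO wells and -100% = cell-free medium wells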
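After a 2 h attachment period, IDH1KD HT-1080 cells took pin-transferred compound for 48 h at 37 °C; ATP-based luminescence after 10 min room-temperature reagent incubation reported viability.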
KB-V1 cytotox: qHTS assay for MDR1-selective chemotherapeutics: Primary screen using the drug-selected MDR subline cells KB-V1; KB-V1 MDR cells viability, CellTiter-Glo, 72 h; Potency, µM (top dose mostly 46.1 µM), for the others: top-dose activity change, negative = cytotoxicity, usual class: cytotoxic; actives 3.4% (n = 400,000); also: potency is read from the fitted curve at half-maximal effect; % is scaled to controls: 0 for no effect and ±100 for the full control effect; nearly all actives have a fitted effect of over 60% in size
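KB-V1 cells (P-gp-expressing MDR subline of KB-3-1) in phenol-red-free DMEM with 10% FBS were exposed to library compounds over a concentration series for 72 h at 37 degrees C. Viability read by CellTiter-Glo luminescence; concentration-effect curves fitted after normalization.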
* = called active by the depositor; [ ] = remark or other dose. Unless noted, calls follow the shape of the dose curve; as a rule, active = well fitted curve in the direction sought with a large enough effect; inconclusive = small, poorly fitted or top-dose-only effect, or another doubt; inactive = no such curve, though single readings can be large; an effect the other way counts as inactive or inconclusive.

What do the screens show for `Cc1ccccc1CNCCCSc1ncccn1`?
MCF10A rerep: 5.2%; HT1080-NT tox: 1.5%; ATXN2 expr inh: -11.1%; WRN inhibitor: 1.6%; IL1B secr inh: 14.8; SW480 rereplic: -5.4%; KB-3-1 cytotox: 12.9%; HT1080 IDH1KD tx: 5.4%; KB-V1 cytotox: 0.0%

Results for CCn1c(CN2CCN(c3ccc(OC)cc3)CC2)nc2cc(S(=O)(=O)N(C)C)ccc21 ?
MCF10A rerep: 10.8%; HT1080-NT tox: -6.0%; ATXN2 expr inh: -28.4%; WRN inhibitor: 16.1%; IL1B secr inh: 42.1; SW480 rereplic: inconclusive; KB-3-1 cytotox: -16.0%; HT1080 IDH1KD tx: -0.4%; KB-V1 cytotox: -19.4%

What do the screens show for `N=C1C(c2ccc(Br)cc2)=C(O)C2CCc3ccccc3N12` (stereo not drawn)?
MCF10A rerep: inconclusive; HT1080-NT tox: 12.3%; ATXN2 expr inh: 28.9%; WRN inhibitor: -8.5%; IL1B secr inh: 17.3; SW480 rereplic: inconclusive; KB-3-1 cytotox: 1.1%; HT1080 IDH1KD tx: 4.5%; KB-V1 cytotox: inconclusive

How did O=C(NCc1ccccc1C(F)(F)F)c1cccc2c1C(=O)c1ccc(N3CCOCC3)cc1S2(=O)=O do in these assays?
MCF10A rerep: 14.7%; HT1080-NT tox: 0.0%; ATXN2 expr inh: -34.2%; WRN inhibitor: -25.3%[11.6 µM]; IL1B secr inh: 12.6; SW480 rereplic: 0.7%; KB-3-1 cytotox: 8.2%; HT1080 IDH1KD tx: -4.5%; KB-V1 cytotox: 10.0%

Results for CC(=O)C(=Cc1ccc(Cl)cc1)C(=O)c1ccccc1 ?
HT1080-NT tox: inconclusive; ATXN2 expr inh: inconclusive; WRN inhibitor: -31.1%; IL1B secr inh: -107.9*; KB-3-1 cytotox: inconclusive; HT1080 IDH1KD tx: inconclusive; KB-V1 cytotox: inconclusive

How did CCCOc1ccc(C(=O)N2CCN(c3ccc(NC(=O)CC)cc3Cl)CC2)cc1 do in these assays?
MCF10A rerep: inconclusive; HT1080-NT tox: -5.9%; ATXN2 expr inh: -16.5%; WRN inhibitor: 0.4%; IL1B secr inh: -14.9; SW480 rereplic: -2.7%; KB-3-1 cytotox: -11.8%; HT1080 IDH1KD tx: -4.5%; KB-V1 cytotox: -8.0%

How did CC(NC(=O)Cc1ccc(NS(=O)(=O)c2cccc(C(F)(F)F)c2)cc1)c1ccccn1 (stereo not drawn) do in these assays?
MCF10A rerep: 12.5%; HT1080-NT tox: -9.8%; ATXN2 expr inh: 5.0%; WRN inhibitor: 0.5%; IL1B secr inh: -17.4; SW480 rereplic: -7.0%; KB-3-1 cytotox: inconclusive; HT1080 IDH1KD tx: -9.1%; KB-V1 cytotox: 20.6µM*

Results for O=C(NCc1ccccc1)Nc1cccn(Cc2ccccc2)c1=O ?
MCF10A rerep: 6.7%; HT1080-NT tox: 0.7%; ATXN2 expr inh: 1.0%; WRN inhibitor: -9.3%[57.1 µM]; IL1B secr inh: -9.1; SW480 rereplic: -0.7%; KB-3-1 cytotox: -20.0%; HT1080 IDH1KD tx: -2.0%; KB-V1 cytotox: inconclusive

How did CCOC(=O)C1=C(C)NC(c2cccs2)C(=O)N1 (stereo not drawn) do in these assays?
MCF10A rerep: 12.6%; HT1080-NT tox: 22.3%; ATXN2 expr inh: -23.6%; WRN inhibitor: 0.4%; IL1B secr inh: 0.0; SW480 rereplic: inconclusive; KB-3-1 cytotox: -14.1%; HT1080 IDH1KD tx: 8.4%; KB-V1 cytotox: 4.5%

Results for Cc1cc(NC(=O)CSc2ncc(C(F)(F)F)cc2Cl)no1 ?
MCF10A rerep: -3.5%; HT1080-NT tox: 12.7%; ATXN2 expr inh: -0.7%; WRN inhibitor: 1.2%; IL1B secr inh: -7.2; SW480 rereplic: -17.7%; KB-3-1 cytotox: -12.2%; HT1080 IDH1KD tx: 13.9%; KB-V1 cytotox: inconclusive

How did O=C(Cc1cccc(NC(=O)C2CCN(S(=O)(=O)c3cccc([N+](=O)[O-])c3)CC2)c1)Nc1cccc(C(=O)N2CCCCC2)c1 do in these assays?
MCF10A rerep: inconclusive; HT1080-NT tox: -2.9%; ATXN2 expr inh: -3.0%; WRN inhibitor: 4.7%; IL1B secr inh: -11.6; SW480 rereplic: -0.5%; KB-3-1 cytotox: 0.4%; HT1080 IDH1KD tx: -2.8%; KB-V1 cytotox: -0.2%

Results for COc1ccc(OCc2nn[nH]n2)cc1 ?
MCF10A rerep: -1.9%; HT1080-NT tox: 9.4%; WRN inhibitor: -4.2%; IL1B secr inh: 21.0; SW480 rereplic: -8.5%; KB-3-1 cytotox: -0.9%; HT1080 IDH1KD tx: 12.4%; KB-V1 cytotox: 15.9%

How did CC(C)NC(=O)Cc1ccc(Br)cc1 do in these assays?
MCF10A rerep: -0.5%; HT1080-NT tox: 6.7%; ATXN2 expr inh: 1.7%; WRN inhibitor: 7.5%; IL1B secr inh: -26.2; SW480 rereplic: -5.2%; KB-3-1 cytotox: 13.4%; HT1080 IDH1KD tx: 2.3%; KB-V1 cytotox: 0.0%

What do the screens show for `O=C(c1ccccc1)N1CCC(c2nc3c(nnn3Cc3ccco3)c(=O)[nH]2)CC1`?
MCF10A rerep: -0.7%; HT1080-NT tox: 0.5%; ATXN2 expr inh: -8.4%; WRN inhibitor: 5.2%; IL1B secr inh: -7.7; SW480 rereplic: 7.7%; KB-3-1 cytotox: -0.1%; HT1080 IDH1KD tx: -11.0%; KB-V1 cytotox: -0.9%

How did COc1ccc(N2CCN(CCCn3ccc(NC(=O)OCc4ccccc4)nc3=O)CC2)cc1 do in these assays?
HT1080-NT tox: -0.4%; ATXN2 expr inh: -22.8%; WRN inhibitor: 2.4%; IL1B secr inh: -13.5; KB-3-1 cytotox: -8.2%; HT1080 IDH1KD tx: -3.9%; KB-V1 cytotox: -23.0%

What do the screens show for `CC(C)NC(=O)c1ccccc1NC(=O)C1COc2ccccc2O1` (stereo not drawn)?
MCF10A rerep: inconclusive; HT1080-NT tox: -2.3%; ATXN2 expr inh: -5.0%; WRN inhibitor: 2.9%; IL1B secr inh: 0.0; SW480 rereplic: -1.1%[9.22 µM]; KB-3-1 cytotox: -5.4%; HT1080 IDH1KD tx: -3.4%; KB-V1 cytotox: inconclusive

Results for CCCC(c1nnnn1C1CCCC1)N1CCN(c2ccccc2F)CC1 (stereo not drawn) ?
MCF10A rerep: 15.2%; HT1080-NT tox: -9.3%; ATXN2 expr inh: -12.7%; WRN inhibitor: 1.7%; IL1B secr inh: 1.2; SW480 rereplic: 0.9%; KB-3-1 cytotox: -14.2%; HT1080 IDH1KD tx: -1.1%; KB-V1 cytotox: -23.4%

What do the screens show for `CC(/C=N/NC(=O)Cc1cccs1)=C\c1ccccc1`?
MCF10A rerep: inconclusive; HT1080-NT tox: 21.8%; ATXN2 expr inh: 6.2%; WRN inhibitor: 6.2%; IL1B secr inh: -2.6; SW480 rereplic: 21.3%; KB-3-1 cytotox: 19.9%; HT1080 IDH1KD tx: 16.2%; KB-V1 cytotox: 16.8%

How did O=C(CSc1nnc(NC(=O)c2ccco2)s1)NC1CCCC1 do in these assays?
MCF10A rerep: -3.8%; HT1080-NT tox: 1.7%; ATXN2 expr inh: 5.7%; WRN inhibitor: inconclusive; IL1B secr inh: 10.6; SW480 rereplic: -0.7%; KB-3-1 cytotox: inconclusive; HT1080 IDH1KD tx: 0.5%; KB-V1 cytotox: -9.5%

Results for C[C@H](CO)N1C[C@H](C)[C@@H](CN(C)C(=O)Nc2ccc(C(F)(F)F)cc2)Oc2c(NC(=O)Nc3ccc(C(F)(F)F)cc3)cccc2C1=O ?
MCF10A rerep: inconclusive; HT1080-NT tox: inconclusive; ATXN2 expr inh: inconclusive; WRN inhibitor: -6.7%; IL1B secr inh: -7.2; SW480 rereplic: -4.1%; KB-3-1 cytotox: 16.4µM*; HT1080 IDH1KD tx: inconclusive; KB-V1 cytotox: inconclusive

Results for c1ccc(-c2csc(CN3CCCCC3)n2)cc1 ?
MCF10A rerep: 1.4%; HT1080-NT tox: 0.0%; ATXN2 expr inh: 10.5%; WRN inhibitor: 5.4%; IL1B secr inh: -14.5; SW480 rereplic: 1.8%; KB-3-1 cytotox: 8.8%; HT1080 IDH1KD tx: 1.7%; KB-V1 cytotox: 15.0%

What do the screens show for `O=C(NCc1ccc2c(c1)OCO2)C1CCN(S(=O)(=O)N2CCOCC2)CC1`?
MCF10A rerep: -25.4%; HT1080-NT tox: 11.0%; ATXN2 expr inh: 0.1%; WRN inhibitor: 6.7%; IL1B secr inh: 13.5; SW480 rereplic: 0.6%; KB-3-1 cytotox: 8.4%; HT1080 IDH1KD tx: 7.2%; KB-V1 cytotox: 4.5%

Results for CN(C)C(=O)c1nc2ccc(Cl)cn2c1CNCc1ccccc1OC(F)(F)F ?
MCF10A rerep: -0.3%; HT1080-NT tox: 12.3%; ATXN2 expr inh: 4.7%; WRN inhibitor: 0.7%; IL1B secr inh: 53.7; SW480 rereplic: 1.2%; KB-3-1 cytotox: -2.3%; HT1080 IDH1KD tx: 3.8%; KB-V1 cytotox: -3.2%

Source: PubChem
